Screening data from PubChem BioAssay.
Rac1 act GTP bind – human Rac1 activated mutant GTP binding change | GST-Rac1 activated beads, fluorescent GTP binding, flow cytometry; actives lie on both sides; 100% means binding = to untreated wells | 190,000 compounds, 0.11% hits | percent activity (GTP binding), % at 10 µM;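 active means GTP binding at least 20 percentage points away from the 100% baseline, in either direction, so actives lie on both sides; inconclusive means Compound likely fluorescent itself, or too few beads counted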
Pf gamet viab – P. falciparum stage V gametocyte viability inhibition; AID 743093; P. falciparum stage V gametocytes, ATP luminescence, 24 h; 150,000 compounds, 0.065% hits; inhibition, % at 10.9 µM;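 active means inhibition above the mean plus 3 SD of compounds within the control limits, set per campaign, cut at about 38% in these data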;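 further: 0% = DMSO wells and 100% = medium only without gametocytes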
Mcl1 Bid PPI – Mcl-1/Bid interaction inhibition; Q07820; TR-FRET Mcl-1/Bid-Dy647 peptide binding, 1536-well; inhibition, % at 21.7 µM; 220,000 compounds, 0.97% hits;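 active means compounds that cut the binding signal by more than half at the single screening dose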;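 further: His-tagged Mcl-1 with europium anti-His antibody binding Bid BH3 peptide; 0% = Mcl-1 plus peptide wells and 100% = peptide-only wells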
Target sequence (Q07820 whole entry, looked up): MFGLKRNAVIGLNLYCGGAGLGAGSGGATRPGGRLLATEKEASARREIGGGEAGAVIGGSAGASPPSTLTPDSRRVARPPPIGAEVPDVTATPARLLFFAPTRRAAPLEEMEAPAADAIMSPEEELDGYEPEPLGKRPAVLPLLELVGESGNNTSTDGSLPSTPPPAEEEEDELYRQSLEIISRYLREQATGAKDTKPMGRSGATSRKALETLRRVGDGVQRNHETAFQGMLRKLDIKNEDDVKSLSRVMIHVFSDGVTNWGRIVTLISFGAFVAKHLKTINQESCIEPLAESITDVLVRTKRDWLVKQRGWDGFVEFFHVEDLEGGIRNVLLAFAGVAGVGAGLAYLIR
Mcl1 Noxa PPI – Mcl-1/Noxa interaction inhibition; TR-FRET Mcl-1/Noxa peptide binding, 2 h; Q07820; inhibition, % at 21.7 µM; 220,000 compounds, 1.5% hits;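 active means compounds that cut the protein-peptide binding signal by more than 50% relative to plate controls in a single-dose test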;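 further: His-tagged Mcl-1 with rhodamine Noxa BH3 peptide and terbium anti-His antibody; 0% = Mcl-1 plus Noxa peptide wells and 100% = peptide-only wells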
Avidin bead fluor – compound fluoresces at 488/530 nm on avidin beads | fluorescence (KMESF) at 10 µM | 220,000 compounds, 0.38% hits | AID 1775 | compound fluorescence 488/530 nm, flow cytometry; hits give high values; in the data active means fluorescence above about 47; further: inactives centre near 10
HRas wt GTP – modulators of GTP binding to human HRas wildtype. P01112. GST-Ras wt beads, Bodipy-FL-GTP binding, flow cytometry; actives lie on both sides. GTP binding activity, % at 10 µM. 190,000 compounds, 0.14% hits. AID 759;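 active means GTP binding activity at least 20% away from the 100% baseline, either lowered as inhibitor or raised as activator; inconclusive means flagged as likely green fluorescent, judged across all proteins in the well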;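 further: 0% = unlabeled GTP competition control and 100% = no-compound control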
Target sequence (P01112 whole entry, looked up): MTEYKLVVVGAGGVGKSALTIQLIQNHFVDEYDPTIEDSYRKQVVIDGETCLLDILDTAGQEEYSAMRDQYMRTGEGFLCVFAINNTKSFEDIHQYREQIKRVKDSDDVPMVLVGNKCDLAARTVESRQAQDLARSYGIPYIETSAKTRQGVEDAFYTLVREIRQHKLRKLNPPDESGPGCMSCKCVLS
Rab7 wt GTP bind – modulators of GTP binding to dog Rab7 wildtype GTPase. GST-Rab7 beads, fluorescent GTP binding, flow cytometry; actives lie on both sides; untreated = 100%, excess cold GTP = 0%. GTP binding activity (percent of control), % at 10 µM. 190,000 compounds, 0.055% hits;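 active means fluorescent GTP binding to Rab7 beads changed by at least 20 points from the 100% baseline, either direction, mostly lower; inconclusive means compound itself probably fluorescent, or too few beads counted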;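 further: median green fluorescence of bound Bodipy-FL-GTP per Rab7 bead population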
Cdc42 wt GTP – human Cdc42 wildtype GTP binding change, either direction. P60953. GST-Cdc42 beads, Bodipy-GTP binding, flow cytometry; actives lie on both sides. percent activity (GTP binding), % at 10 µM. 190,000 compounds, 0.2% hits. AID 761;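 active means percent activity GTP binding at least 20 points away from the 100% baseline, either down as inhibitor or up as activator; inconclusive means compound flagged as likely green fluorescent from well-wide comparison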;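 further: median bead fluorescence of bound Bodipy-FL-GTP at 100 nM; 0% = excess unlabeled GTP control and 100% = no compound control; below 100% means less GTP binding so inhibitor and above means activator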
Target sequence (P60953 whole entry, looked up): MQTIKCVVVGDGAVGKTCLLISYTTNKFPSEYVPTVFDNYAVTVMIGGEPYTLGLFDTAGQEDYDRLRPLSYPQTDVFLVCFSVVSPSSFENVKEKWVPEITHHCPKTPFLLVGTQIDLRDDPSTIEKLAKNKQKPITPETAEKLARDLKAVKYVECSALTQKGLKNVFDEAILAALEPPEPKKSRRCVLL
GSH bead fluor – GSH bead compound fluorescence profile. AID 1776. GSH beads flow cytometry, compound fluorescence 488/530 nm; hits give high values. 190,000 compounds, 0.25% hits. fluorescence (KMESF) at 10 µM; in the data active means fluorescence above about 89;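 further: glutathione beads carrying GST-tagged Bcl family fusion proteins plus one bare bead set; values are compound well signal with DMSO vehicle wells as background; inactives centre near 16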
Rab2A wt mod – changes GTP binding to wildtype dog Rab2A, up or down | GTP binding activity, % at 10 µM | P61105 | 190,000 compounds, 0.19% hits | GST-Rab2 wt beads, Bodipy-GTP binding, flow cytometry;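 active means GTP binding activity at least 20 points away from 100%, either lowered or raised; inconclusive means signal likely due to the compound's own green fluorescence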;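 further: 0% = beads with excess unlabeled GTP and 100% = no-compound control corrected for plate trend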
Rac1 wt GTP bind – human Rac1 wildtype GTP binding, inhibitors and activators; AID 757; 190,000 compounds, 0.27% hits; GTP binding activity (% of control), % at 10 µM; GST-Rac1 beads, fluorescent GTP binding, flow cytometry; actives lie on both sides; 0 = cold GTP competed, 100 = untreated;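 active means GTP binding activity at least 20 points away from the 100% control level, either lower or higher; inconclusive means compound flagged as likely green fluorescent, judged across all proteins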
* = called active by the depositor; ? = inconclusive; / = not tested or not shown. Outcome played no part in choosing rows; overall some 3% were active at least once.

SMILES	Rac1 act GTP bind	Pf gamet viab	Mcl1 Bid PPI	Mcl1 Noxa PPI	Avidin bead fluor	HRas wt GTP	Rab7 wt GTP bind	Cdc42 wt GTP	GSH bead fluor	Rab2A wt mod	Rac1 wt GTP bind
Nc1nonc1-n1nnc(C(=O)N/N=C/c2cccc(Cl)c2)c1CSc1ccc(Cl)cc1	95	23	-1	13	8	92	94	92	24	94	96
O=C(c1ccco1)N1CCN(c2nc(C3CC3)nc3c2nnn3Cc2ccccc2Cl)CC1	103	22	12	36	5	101	100	101	75	100	110
Cc1cccc(CSc2nc3ccncc3n2CC(=O)Nc2ccc(C)c(C)c2)c1	99	/	-2	-15	7	100	97	103	14	99	105
CCNc1ccc(C(=O)OCC)cc1NC(=O)c1cc(S(=O)(=O)N2CCOCC2)ccc1C	102	/	3	14	11	103	103	103	37	102	108
COc1ccc(C(=O)N=c2sc3ccccc3n2C)cc1OC	98	27	0	5	24	100	99	97	11	97	100
COc1nc(N2CCOCC2)nc(C)c1[N+](=O)[O-]	99	-5	-1	3	13	99	98	103	11	96	102
C/C(N)=C(/C#N)C(=O)CSc1nnc(-c2ccc(OC(F)F)cc2)o1	102	/	-17	9	9	105	96	107	20	105	102
COc1ccc(NC2CC(=O)N(c3cc([N+](=O)[O-])ccc3C)C2=O)cc1 (centres undefined)	96	/	-67	-11	12	95	95	96	19	96	97
O=C(Nc1nccs1)c1cccc(NC(=O)C2CC2)c1	98	/	-10	-4	10	102	101	104	5	102	106
O=C(NC(=S)N1CCc2ccccc21)C1CCC1	96	9	-14	10	11	99	107	102	15	102	102
Cc1cc(NS(=O)(=O)c2ccc(NC(=O)C(C(C)C)N3C(=O)c4ccccc4C3=O)cc2)nc(C)n1 (centres undefined)	99	/	2	20	5	99	98	99	12	99	102
CCN(C(=O)c1cn(CC)c(=O)c2cc(OC)c(OC)cc12)c1ccccc1C	?	/	-36	-3	17	?	?	?	22	?	?
O=[N+]([O-])c1cc(S(=O)(=O)N2CCCC2)ccc1NN=C1CCCC1	99	6	-9	5	14	100	100	103	6	99	103
Cc1cccc(C)c1OCCOC(=O)c1n[nH]c2ccccc12	98	-22	-2	-8	24	95	92	94	7	95	97
CCN(CCCNC(=O)CN(C)S(=O)(=O)c1cccc2nsnc12)c1cccc(C)c1	98	/	-65	23	/	99	98	103	39	100	106
CC1(C)CC(NCc2ccncc2)CC(C)(C)N1	95	16	-36	18	10	100	105	98	10	100	99
Cc1ccc(NCN2C(=O)C3C4CCC(C4)C3C2=O)cc1 (centres undefined)	98	/	-14	-6	8	101	98	102	39	100	101
CCn1c(SCC(=O)Nc2nc(-c3ccc(C)cc3)cs2)nnc1-c1ccccc1	97	-3	6	-7	21	103	99	102	11	100	104
COC(=O)C1=C(C)N(C)C(C)=C(C(=O)OC)C1c1ccsc1	96	5	-21	2	6	99	98	98	39	97	98
COc1ccc(NC(=O)c2ccc(CN3CCN(c4ccccc4)CC3)cc2)cc1OC	96	/	-45	6	14	101	96	98	40	97	98
CCN(CC)CCCNC(=O)c1cn(CCOC)c(=O)c2c1c1ccccc1n2C	99	/	-3	10	34	100	101	99	16	101	101
Cc1cccnc1NC(=O)c1ccccc1-c1ccccc1C(=O)Nc1ncccc1C	98	19	2	23	5	93	94	99	22	96	106
COc1ccc(OC)c(C2CC(=O)N3CN(c4ccccc4)CSC3=C2C#N)c1 (centres undefined)	97	/	-34	27	5	96	95	97	25	96	96
CCOC(=O)C1=C(C)Nc2sc(C(=O)c3ccc(C)cc3)c(N)c2C1c1ccc(C(=O)OC)cc1 (centres undefined)	102	16	-30	11	14	104	99	103	13	101	105
CCCCOc1ccc(C(=O)NCc2ccccn2)cc1	100	/	-18	-11	12	100	102	100	26	100	97
CC(=O)OC1CC2(C)C(=O)CCC2C2CCc3cc(O)ccc3C12 (centres undefined)	94	/	-28	2	8	97	93	97	58	95	96
CCCN(CC(=O)Nc1ccccc1OC)C(=O)c1cc2ccccc2o1	97	/	-39	-10	21	98	100	96	17	98	100
COc1cccc(C(=O)c2c[nH]c(C(=O)NCCCN3CCOCC3)c2)c1	95	-5	-3	4	9	98	106	95	19	98	92
c1ccc(-n2cnc3ccccc32)cc1	95	6	-28	7	11	99	95	96	13	97	95
CCOc1cc(/C=N/n2cnnc2)ccc1O	98	/	-27	5	6	102	102	102	17	104	102

Quoted at random: three records from the list, in no set order.
SMILES	Rac1 act GTP bind	Pf gamet viab	Mcl1 Bid PPI	Mcl1 Noxa PPI	Avidin bead fluor	HRas wt GTP	Rab7 wt GTP bind	Cdc42 wt GTP	GSH bead fluor	Rab2A wt mod	Rac1 wt GTP bind
CCOC(=O)C1=C(C)Nc2sc(C(=O)c3ccc(C)cc3)c(N)c2C1c1ccc(C(=O)OC)cc1 (centres undefined)	102	16	-30	11	14	104	99	103	13	101	105
COc1cccc(C(=O)c2c[nH]c(C(=O)NCCCN3CCOCC3)c2)c1	95	-5	-3	4	9	98	106	95	19	98	92
CCOc1cc(/C=N/n2cnnc2)ccc1O	98	/	-27	5	6	102	102	102	17	104	102

Remaining list, next part.
SMILES	Rac1 act GTP bind	Pf gamet viab	Mcl1 Bid PPI	Mcl1 Noxa PPI	Avidin bead fluor	HRas wt GTP	Rab7 wt GTP bind	Cdc42 wt GTP	GSH bead fluor	Rab2A wt mod	Rac1 wt GTP bind
COc1ccccc1C(=O)NCC(=O)n1nc(C)cc1C	108	/	-3	3	37	107	102	110	20	109	109
O=C(NC(N1CCOCC1)C(Cl)(Cl)Cl)c1ccc(F)cc1 (centres undefined)	98	1	-10	15	22	95	98	97	12	95	99
O=C(NCCSCc1ccco1)Nc1ccccc1	99	-11	-31	2	33	98	100	100	25	100	106
COc1ccc(N(CC(=O)N2CCc3ccccc32)S(=O)(=O)c2c(C)nn(C)c2C)cc1	98	/	-8	-5	7	97	95	98	25	98	95
Cc1ccc(S(=O)(=O)Nc2nc(C)cc(NCCN)n2)cc1	98	-10	-31	8	7	102	101	101	279*	101	99
N=c1n(CCc2ccccc2)c2ccccc2n1Cc1ccccc1F	102	60*	-2	5	13	102	100	100	16	100	104
CC(=O)N(C(C)=O)c1c(N2CCOCC2)c2ccccc2oc1=O	100	/	-8	14	12	104	102	106	16	104	101
CCOc1ccc(C2CC(c3cccc(C)c3)n3nc(N)nc3N2)cc1 (centres undefined)	98	/	-17	10	7	101	99	100	21	101	103
CSC(SC)=C(C(C)=O)C(=O)c1ccc(C)cc1	101	-10	-28	15	6	105	99	105	9	102	106
CCC(NC(=O)c1ccccc1NC(=O)c1ccccc1)C(=O)OC (centres undefined)	96	7	-18	8	10	98	102	98	12	101	100
CC(=O)Nc1c(C)nn(-c2ccc([N+](=O)[O-])cc2)c1C	94	7	-3	-13	11	92	94	95	12	94	93
Cc1cc(C)n(C(=O)C23CC4CC(CC(C4)C2)C3)n1	98	/	-12	-15	12	97	98	100	25	98	100
COc1ccc(C2CC(c3ccc([N+](=O)[O-])cc3)=NN2C(=O)c2ccccc2)cc1OC (centres undefined)	95	10	12	8	11	95	95	95	11	95	100
CCOC(=O)c1ccc(NC(=O)Nc2ccc(Cl)cn2)cc1	96	-17	-6	13	16	98	103	97	11	100	99
N#C/C(=C\c1cn(CCOc2ccccc2)c2ccccc12)C(=O)NCC1CCCO1 (centres undefined)	97	/	2	-1	21	96	93	97	15	95	97
CCOc1ccccc1NC(=O)C1C2C=CC(C2)C1C(=O)O (centres undefined)	99	6	-23	10	8	104	104	103	16	101	105
COc1ccc(CCNS(=O)(=O)c2ccc3c(c2)OCCO3)cc1	98	12	-39	-19	10	101	97	101	14	100	105
COc1ccc(NC(=O)CCc2nc3ccccc3s2)c(OC)c1	94	/	-12	-6	8	93	101	89	16	93	93
CC1CCN(c2nnc(-c3cccs3)c3ccccc23)CC1	98	/	4	12	12	98	99	97	11	97	100
CCOC(=O)C(C)n1cnc2c(nnn2Cc2ccc(Cl)cc2)c1=O (centres undefined)	94	-2	-20	5	12	100	95	97	44	98	99
CN(/C=C/C(=C/C=[N+](C)c1ccccc1)OCCCS(=O)(=O)[O-])c1ccccc1	99	-20	-27	7	22	99	91	102	11	101	104
O=C(NNS(=O)(=O)c1ccccc1)C1CCN(S(=O)(=O)c2ccccc2)CC1	95	/	-8	0	8	97	100	95	18	95	96
CC(/C=N/Nc1ncc(C)c(=O)[nH]1)=C\c1ccccc1	94	-8	-38	17	7	95	93	98	10	97	96
OCCN=C(c1ccccc1)C12CN3CN(CN(C3)C1)C2	98	3	-20	14	12	101	97	97	24	101	101
COc1ccccc1-n1c(C)nc2cc(C(=O)O)ccc21	90	/	-13	/	12	92	92	92	33	92	88
COc1ccc(NC(=O)c2cccc(C(=O)Nc3ccc(OC)cc3)n2)cc1	95	9	12	2	11	98	99	99	15	101	103
Cc1csc(NC(=O)Nc2ccccc2[N+](=O)[O-])n1	97	-10	-5	11	20	99	104	96	10	99	94
Cc1ccccc1NC(=S)NNc1ncc(C(F)(F)F)cc1Cl	99	/	-36	-4	8	102	96	101	68	101	101
CCn1nc(C(=O)OCC(=O)Nc2ncc(Cl)c(C)c2Cl)c2ccccc2c1=O	92	-5	-36	20	7	96	98	96	15	94	95
CC(=O)c1cccc(NC(=O)c2ccc(NS(=O)(=O)c3c(C)noc3C)cc2)c1	101	/	-2	6	12	102	101	102	32	99	107
CCOC(=O)C1=C(C)NC(=O)NC1c1ccc(OC(=O)c2ccco2)c(OC)c1 (centres undefined)	100	27	-41	2	29	99	96	100	14	99	103
CC(C)(C)C1CCC(=O)C(C2(O)C(=O)Nc3ccccc32)C1 (centres undefined)	94	/	-24	-6	27	100	101	96	35	98	99
CSc1ccccc1NC(=O)c1ccccn1	97	/	-25	16	11	97	94	96	12	94	98
COc1ccc([N+](=O)[O-])cc1N(CC(=O)NC(C(C)C)C(C)C)S(C)(=O)=O	97	-3	19	1	11	97	97	96	18	98	102
COC(=O)c1coc(-c2ccc(C)cc2)c1C(=O)OC	102	4	-14	-1	18	101	99	98	31	100	100
Cc1c(CCC(C)C)c(-n2ccnc2C)n2c(nc3ccccc32)c1C#N	97	10	-4	-5	18	100	100	100	10	101	99
O=C(COc1ccccc1)Nc1nc2ccccc2[nH]1	100	16	-8	-3	12	104	104	105	13	102	108
C=CCN(c1ccccc1)S(=O)(=O)c1ccc(Cl)c(C(=O)OCC(=O)N(C)C2CCS(=O)(=O)C2)c1 (centres undefined)	95	-1	-8	22	11	95	91	95	12	96	98
CCC(=O)Nc1ccc(C(=O)Nc2cc(C)on2)cc1	98	-2	-13	13	15	98	94	97	21	99	94
